# Bcl-2 Bim block – human Bim-Bcl-2 interaction inhibition; 0.06% of 190,000 active; Bead-based flow cytometry, Bim peptide-Bcl-2 binding; inhibition, % at 10 µM; AID 950; in the data active = inhibition above about 40%; inconclusive = no clear call, values can overlap the other calls;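 note: 0% = no compound wells with probe peptide and 100% = reference peptide inhibitor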
# Target sequence (P10415 whole entry, looked up): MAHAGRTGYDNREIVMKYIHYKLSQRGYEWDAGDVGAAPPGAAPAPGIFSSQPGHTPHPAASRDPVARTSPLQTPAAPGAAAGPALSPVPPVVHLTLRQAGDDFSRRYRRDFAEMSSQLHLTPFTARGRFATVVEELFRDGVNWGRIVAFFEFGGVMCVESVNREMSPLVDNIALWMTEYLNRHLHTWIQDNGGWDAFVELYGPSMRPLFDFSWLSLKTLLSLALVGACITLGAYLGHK
# ABCG2 inh – human ABCG2 inhibition, ABCB1 as counter-screen | IgMXP3 cells, JC-1 efflux, flow cytometry | inhibition, % at 6.6 µM | 0.1% of 190,000 active;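 active = inhibition above 80%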;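 note: 0% = DMSO and 100% = nicardipine control wells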
#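 Incubation: cells with compound and JC-1, 10 min at 25 °C, rotating, no wash / Test system: IgMXP3 (ABCG2) plus far-red-tagged CCRF-Adr (ABCB1) cells / Compound dosing: one concentration, 6.6 µM final / Also added: JC-1 fluorescent substrate / Evaluation: efflux inhibition in percent versus controls / Detection: flow cytometry, 530 nm JC-1 signal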
# Bfl-1 Bim block – human Bim-Bfl-1 interaction inhibition | Bead-based flow cytometry, Bim-Bfl-1 binding inhibition | inhibition, % at 10 µM | 0.12% of 190,000 active | AID 1008;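 note: 0% = wells without compound plus tracer and 100% = blocker peptide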
# Bcl-W Bim block – disrupts Bim peptide binding to human Bcl-W. inhibition, % at 10 µM. 0.02% of 190,000 active. bead-based flow cytometry. AID 952. Q92843;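 note: 0% = bound tracer without compound and 100% = peptide blocker; higher means less fluorescent Bim peptide bound to Bcl-W beads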
# Target sequence (Q92843 whole entry, looked up): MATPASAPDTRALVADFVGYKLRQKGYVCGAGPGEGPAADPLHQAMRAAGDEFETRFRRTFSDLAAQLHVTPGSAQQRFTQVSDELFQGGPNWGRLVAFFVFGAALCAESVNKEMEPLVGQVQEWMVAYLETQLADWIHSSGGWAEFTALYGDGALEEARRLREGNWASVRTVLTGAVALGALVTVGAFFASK
# ABCB1 block – inhibitors of human ABCB1 transporter, ABCG2 counter-screen; P08183; CCRF-Adr cells, JC-1 efflux, flow cytometry; inhibition, % at 6.6 µM; 0.067% of 190,000 active; in the data active = inhibition above about 40%;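 note: 0% = vehicle and 100% = reference inhibitor; higher value means more JC-1 retained so stronger ABCB1 efflux block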
# Bcl-B Bim block – human Bim-Bcl-B interaction inhibition; Q9HD36; bead-based flow cytometry, Bim peptide-Bcl-B binding; inhibition, % at 10 µM; 0.073% of 190,000 active; AID 951;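 note: 0% = tracer peptide without compound and 100% = reference inhibitor peptide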
# Target sequence (Q9HD36 whole entry, looked up): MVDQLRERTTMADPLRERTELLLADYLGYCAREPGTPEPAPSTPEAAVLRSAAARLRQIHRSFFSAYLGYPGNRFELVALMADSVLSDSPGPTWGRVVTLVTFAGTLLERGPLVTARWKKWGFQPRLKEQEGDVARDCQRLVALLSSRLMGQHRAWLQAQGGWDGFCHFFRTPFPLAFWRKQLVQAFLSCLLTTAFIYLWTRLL
# Bcl-XL Bim block – inhibitors of Bim-Bcl-XL interaction, human; Bim peptide-Bcl-XL binding, bead flow cytometry, fluorescence; inhibition, % at 10 µM; 0.04% of 190,000 active; AID 1007
# Target sequence (Q07817 whole entry, looked up): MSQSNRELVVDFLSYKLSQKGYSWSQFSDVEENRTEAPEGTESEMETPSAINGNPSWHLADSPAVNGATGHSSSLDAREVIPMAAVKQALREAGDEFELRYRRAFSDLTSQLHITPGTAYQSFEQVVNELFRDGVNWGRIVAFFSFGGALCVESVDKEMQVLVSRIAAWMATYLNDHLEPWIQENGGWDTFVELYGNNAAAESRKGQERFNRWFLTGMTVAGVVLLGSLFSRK
# RGS4-Gao reg – human RGS4-Galphao interaction regulation | P09471 | binding response (% of control), % at 10 µM | Multiplexed bead flow cytometry, RGS4-Galphao binding; actives lie on both sides | 0.33% of 220,000 active; in the data active = binding response below about 49% or above about 150%; inactive = in between;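 note: fluorescent Galphao activated with aluminum fluoride binding bead-coupled RGS4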
# RGS7-Gao reg – modulates binding of RGS7 to human Galphao; P09471; Multiplexed bead flow cytometry; actives lie on both sides; binding response (% of control), % at 10 µM; 0.35% of 220,000 active; AID 1439; in the data active = binding response below about 49% or above about 150%; inconclusive = no clear call, values can overlap the other calls; inactive = in between;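 note: fluorescent Galphao held in activated GDP-AlF4 state binding bead-coupled RGS7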
# GSH bead fluor – GSH bead compound fluorescence profile. GSH beads flow cytometry, compound fluorescence 488/530 nm; stronger effect = higher value. fluorescence (KMESF) at 10 µM. 0.25% of 190,000 active. AID 1776; in the data active = fluorescence above about 89;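 note: glutathione beads carrying GST-tagged Bcl family fusion proteins plus one bare bead set; values are compound well signal with DMSO vehicle wells as background; inactives centre near 16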
# RGS8-Gao – modulates binding of RGS8 to human Galphao. P09471. response (percent of control binding), % at 10 µM. 0.34% of 220,000 active. multiplexed bead flow cytometry; actives lie on both sides; in the data active = response below about 60% or above about 140%; inactive = in between;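 note: Galphao activated as the GDP aluminium fluoride complex binding bead-coupled RGS8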
# * marks the source's active call; other numbers are inactive results; ? = inconclusive; · = no result given. Cut-off read from the data, not from the text of the source, unless noted: active = inhibition above about 40%. An unsorted share of the library (roughly 1.1% active in at least one column).
SMILES,Bcl-2 Bim block,ABCG2 inh,Bfl-1 Bim block,Bcl-W Bim block,ABCB1 block,Bcl-B Bim block,Bcl-XL Bim block,RGS4-Gao reg,RGS7-Gao reg,GSH bead fluor,RGS8-Gao
C=CCN(c1ccccc1)S(=O)(=O)c1cccc(C(=O)Nc2nc3ccccc3[nH]2)c1,-1,6,1,-2,0.8,0,-4,102,102,9,104
CCCCC(CC)C(=O)Nc1ccc(C)c(O)c1 (configuration not stated),0,1,-1,3,0.4,-1,-2,101,100,17,101
CC(C)(C)C1CCC2(CC1)NC(CO)(CO)CO2 (configuration not stated),0,-1,2,1,-0.1,-1,-2,108,102,13,103
CN(C)c1nc(Oc2ccc(/C=N/O)cc2)nc(N(C)C)n1,-8,6,-11,1,1.0,-8,-5,100,110,40,98
CCOC(=O)c1ccc(NC(=S)N2CCC(C(N)=O)CC2)cc1,-4,-5,-2,-6,-0.7,-11,-5,101,107,11,101
Cc1nc2c(s1)sc1ccccc12,-13,2,-15,-2,0.2,-14,-2,103,102,37,99
CCOc1ccc(-c2cc(C(=O)OC)[nH]n2)cc1,?,4,·,·,1.5,·,·,134,127,85,110
Cc1csc(NC(=O)CSc2nsc(SCC(=O)Nc3nc(C)cs3)c2C#N)n1,-8,-18,-16,-2,-2.1,-6,-10,103,96,22,102
COC(=O)c1c(-c2ccccc2)csc1NC(=O)C1CC=CCC1C(=O)O (configuration not stated),-2,12,-3,-5,0.6,-11,-5,108,?,13,105
O=C(NCCCOc1cccc(CN2CCCCC2)c1)c1ccc(Cl)c(Cl)c1,-7,4,-5,-12,0.7,-15,-14,93,90,18,96
OCC1(CCOc2ccccc2)CCN(Cc2cn[nH]c2-c2ccccc2)CC1,4,1,-7,-3,0.4,-2,-1,97,101,13,100
CCOC(=O)c1cc2c(C)n(-c3ccc(N(C)C)cc3)c(C)c2cc(C(=O)OCC)c1=O,-7,49,-13,-1,2.6,-10,-2,100,98,30,104
COc1cc(CNC(C)c2ccccc2)cc(Cl)c1OCC(=O)Nc1ccccc1 (configuration not stated),1,14,-2,0,6.6,-3,-4,89,91,14,97
Cc1ccc(NC(=O)CSc2nnc(-c3ccccn3)n2C)cc1,-3,4,-8,4,1.0,-9,8,98,99,44,100
CCOCCCNC(=O)c1ccc(CS(=O)(=O)Cc2cccc(C)c2)o1,-7,4,-12,2,1.2,-7,-9,98,95,34,99
O=C1CNC(=O)/C1=C/c1ccccc1,0,0,-1,-4,0.0,-2,-6,96,94,9,97
COCCCNC(=O)c1ccc(C2SCC(=O)N2Cc2ccco2)cc1 (configuration not stated),-6,2,-14,-7,0.5,-12,-4,99,93,15,98
CC12CCC(C(=O)Nc3ncc([N+](=O)[O-])s3)(OC1=O)C2(C)C (configuration not stated),-2,0,-3,-2,-0.2,-7,-2,102,100,16,102
CCc1nnc(NC(=O)c2ccc(COc3ccc(C)cc3)o2)s1,0,2,0,0,0.3,-1,2,99,97,17,101
CCOC(=O)C1=C(C)N(C)C(=S)N(C)C1c1ccc(OC)cc1 (configuration not stated),14,-2,12,1,-0.7,9,0,105,?,10,101
CN(c1ccccc1)c1ccc(/C=C/[N+](=O)[O-])cc1,5,-3,16,0,-0.5,-19,1,112,114,18,88
CCOC(=O)N1CCN(C(=O)CCNS(=O)(=O)c2ccc3c(c2)c(=O)n(C)c(=O)n3C)CC1,-1,2,-4,0,0.3,-1,0,101,102,9,102
CCNc1ccc(Br)cc(C(=O)/C=C/c2ccc(Cl)cc2)c1=O,13,-2,28,8,-0.7,-22,7,95,92,14,95
CCOC(=O)CSc1nc(C)c(C(C)=O)cc1C(N)=O,-3,5,-8,-1,0.4,-5,-5,98,100,20,105
CCCCOc1ccc(/C=N/NC(=O)c2csc(C)c2C)cc1,-3,-1,0,1,-0.3,0,0,97,99,16,97
Cc1cc(C)n(-c2nc3sc4c(c3c(=O)[nH]2)CCCC4)n1,1,18,1,0,4.9,0,-3,102,102,50,102
CC1Cc2ccccc2N1C(=O)CN1CCc2ccccc2C1 (configuration not stated),-4,3,-7,0,0.7,-6,-2,106,100,15,104
Cc1cc(-c2ccccc2)n[nH]1,-4,2,-6,4,0.4,2,1,93,?,9,96
CCn1c(SCC(=O)Nc2cccc(NC(C)=O)c2)nnc1C(C)C,-6,0,-14,-2,-0.3,-5,-4,98,100,32,101
CSc1ccc(Cl)c(C(=O)Nc2ccc(OCC(N)=O)cc2)c1,-11,2,-12,0,0.3,-7,-8,103,101,40,98

# Profiles, quoted from the list:
# Entry for CSc1ccc(Cl)c(C(=O)Nc2ccc(OCC(N)=O)cc2)c1 = Bcl-2 Bim block: -11; ABCG2 inh: 2; Bfl-1 Bim block: -12; Bcl-W Bim block: 0; ABCB1 block: 0.3; Bcl-B Bim block: -7; Bcl-XL Bim block: -8; RGS4-Gao reg: 103; RGS7-Gao reg: 101; GSH bead fluor: 40; RGS8-Gao: 98
# Entry for CN(c1ccccc1)c1ccc(/C=C/[N+](=O)[O-])cc1 = Bcl-2 Bim block: 5; ABCG2 inh: -3; Bfl-1 Bim block: 16; Bcl-W Bim block: 0; ABCB1 block: -0.5; Bcl-B Bim block: -19; Bcl-XL Bim block: 1; RGS4-Gao reg: 112; RGS7-Gao reg: 114; GSH bead fluor: 18; RGS8-Gao: 88
# Entry for CC12CCC(C(=O)Nc3ncc([N+](=O)[O-])s3)(OC1=O)C2(C)C (configuration not stated) = Bcl-2 Bim block: -2; ABCG2 inh: 0; Bfl-1 Bim block: -3; Bcl-W Bim block: -2; ABCB1 block: -0.2; Bcl-B Bim block: -7; Bcl-XL Bim block: -2; RGS4-Gao reg: 102; RGS7-Gao reg: 100; GSH bead fluor: 16; RGS8-Gao: 102

# Next compounds follow:
SMILES,Bcl-2 Bim block,ABCG2 inh,Bfl-1 Bim block,Bcl-W Bim block,ABCB1 block,Bcl-B Bim block,Bcl-XL Bim block,RGS4-Gao reg,RGS7-Gao reg,GSH bead fluor,RGS8-Gao
CCCOn1nnnc1-c1ccccc1,-9,4,-15,-1,0.6,-6,-4,100,97,27,100
CCCN1CCN(CCCNC(=O)C2CCN(c3nnc(-n4cccc4)s3)CC2)CC1,-3,0,0,-3,0.1,-3,-3,107,106,12,122
COc1ccc(CSc2nnc(N)s2)cc1F,1,2,-2,1,0.4,0,-1,105,105,27,105
C/C(N)=C(/C#N)C(=O)COc1ncnc2ccc(Br)cc12,0,1,0,0,0.1,-4,-4,100,99,20,104
CCOC(=O)c1sc(N(Cc2ccccc2)C(=O)COC(=O)c2ccc(O)cc2)nc1C,0,-5,0,0,-0.2,-1,1,100,100,5,97
COc1ccc(C2=NCCc3cc(OC)c(OC)cc32)cc1,-1,13,1,-1,5.7,-3,-2,110,105,10,113
Oc1ccc(/C=N/N2CCOCC2)c(O)c1O,2,0,1,4,0.0,0,0,96,93,12,96
CCN=C1SC(C(=O)Nc2cccc(OCC)c2)CC(=O)N1CC (configuration not stated),0,1,-1,0,0.1,1,-1,95,93,22,97
C=CCNCCOc1ccc(C(C)(C)c2ccccc2)cc1,-2,1,-2,-3,0.1,-4,-6,100,100,12,104
Clc1ccc(CON/C=N/c2ncnc3sccc23)c(Cl)c1,-1,3,-3,0,0.9,-5,-8,106,103,24,105
CCCC(C(=O)NC1CCCCC1)N(CC1CCCO1)C(=O)CNS(=O)(=O)c1ccc(F)cc1 (configuration not stated),0,·,-10,1,·,-9,-1,95,93,17,100
COc1ccc(S(=O)(=O)N[C@@H](Cc2ccc(Cl)cc2)C(=O)N2CC[C@@]3(O)CCCC[C@H]3C2)cc1,-2,4,-1,2,1.9,0,-1,108,108,10,105
Cc1ccc(CNS(=O)(=O)c2cccc3nsnc23)cc1,3,-1,-1,-1,0.1,-1,1,106,100,11,102
Cc1ccc(CNC(=O)Cc2cccs2)cc1,-2,2,0,-1,0.5,-1,-1,102,101,22,98
COc1ccc(/C=C/C(=O)NC(=S)NNC(=O)c2cccnc2)cc1OC,0,1,1,0,0.2,-14,-4,88,90,55,99
Cc1ccccc1-n1c(C)nnc1SCC(=O)N1CC(=O)Nc2ccccc21,-3,2,-8,0,0.4,-5,-9,99,101,14,103
CC1=NN(c2ccc(C)cc2C)C(=O)C1C(c1ccccc1)C1C(=O)N(c2ccc(C)cc2C)N=C1C (configuration not stated),0,0,0,1,-0.1,1,2,101,99,21,101
Cc1cc(NC(=O)c2cc(C)on2)no1,-3,2,-1,-5,0.3,-3,-1,92,93,27,99
O=C1Nc2cc(Cl)c(Cl)cc2N(O)N1c1ccccc1,-8,0,-13,0,0.0,-7,-6,100,102,27,102
CC(=O)Nc1ccc(S(=O)(=O)NC2(C(F)(F)F)NC(=O)N(CC(C)C)C2=O)cc1 (configuration not stated),-1,4,-7,0,0.8,-1,-3,91,92,15,99
O=C(Nc1ccc(S(=O)(=O)NCC2CCCO2)cc1)c1ccccc1 (configuration not stated),-2,5,-5,-2,1.6,-3,0,109,121,12,105
CCOC(=O)C(Nc1ccc2ccccc2c1)C(=O)OCC,-9,12,-2,-2,0.6,-5,-6,101,95,11,103
CC(C)CNC(=O)NC(=O)CSc1nc2ccccc2n1CC(C)C,-5,4,-8,3,0.8,-6,1,99,100,41,99
COc1cccc(CNC(=O)CN2C(=O)CC(c3ccccc3)=Nc3ccccc32)c1,-2,2,-5,0,0.7,-1,-1,101,98,13,106
COc1ccc2nc(/N=C(\N)NC(=O)C(C)(C)C)nc(C)c2c1,-6,3,-6,-4,0.1,-6,-2,110,109,10,107
COC(=O)[C@H](Cc1ccccc1)NC(=O)NCc1ccc(S(N)(=O)=O)cc1,-8,0,-10,0,0.1,-9,5,90,91,43,93
N#CC(c1cccc(Cl)c1)c1ccc2c(C(F)(F)F)cc(C(F)(F)F)nc2n1 (configuration not stated),-13,13,-10,-3,0.7,-9,-4,99,97,27,100
CC(=O)Nc1ccc(S(=O)(=O)Nc2ccccn2)cc1,-10,1,-17,-6,0.1,-7,-8,102,99,54,103
Cc1cnc(NC(=O)Nc2ccc(Cl)cc2)s1,-4,1,-3,-4,0.1,-1,0,107,98,11,103
COc1ccccc1-c1ccc(=O)n(CC(=O)NCc2cccs2)n1,-4,0,-2,-1,0.4,-2,-3,106,103,25,105
O=C(NCc1ccccc1)C1CCCN(S(=O)(=O)c2cccc3nonc23)C1 (configuration not stated),-1,-6,0,-3,0.1,-13,-7,98,99,21,95
COc1cccc(C(=O)C2CCCN(CC3=Cc4cc(OC)ccc4OC3)C2)c1 (configuration not stated),-6,7,-7,-4,3.5,-6,-3,99,104,11,98
c1ccc2c(c1)oc1c(Nc3ccc4c(c3)OCCO4)ncnc12,-2,8,-1,0,0.9,-2,0,99,101,35,101
O=C(CN1C(=O)c2ccccc2C1=O)Nc1ccc(S(=O)(=O)N2CCOCC2)cc1,0,2,-4,-1,1.4,-1,-5,98,100,10,101
CCOC(=O)c1c(-c2ccccc2)csc1NC(=O)CSc1nc(N)cc(N)n1,0,3,0,-5,0.2,0,-8,102,100,12,104
COc1ccc(OC)c(C2SCCN2S(C)(=O)=O)c1 (configuration not stated),-6,1,-13,4,-0.4,-3,-3,98,98,50,101
O=C1C2C(c3ccccc3)C=CC(c3ccccc3)C2C(=O)N1c1cccnc1 (configuration not stated),-5,-15,-6,-3,-1.9,-11,-8,103,104,15,102
CCC(=NCCc1ccccc1)C1=C(O)CCC1=O,-6,5,-9,-2,1.1,-7,0,103,101,26,102

# Screens (PubChem BioAssay)
